Arrestin-AP2 inh – blocks beta-arrestin peptide binding to AP2 adaptin | inhibition, % at 10 µM | AID 504490 | 340,000 tested, 0.31% active | FITC-arrestin peptide / GST-AP2 beads, flow cytometry; AP2 beta2 appendage carries R879A mutation;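 active = inhibition above a set limit, near 3 SD of compounds lacking own fluorescence, cut at about 54% in these data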;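 also: plate controls were DMSO wells for no effect and 5 µM unlabelled arrestin peptide for full effect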
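System: GST-AP2 R879A bound to glutathione beads, E. coli-expressed. Also added: 50 nM FITC-arrestin peptide. Schedule: compound with beads 12 min RT, then probe 1 h RT. Signal: bead flow cytometry, FITC channel. Read-out basis: percent response.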
MITF act – increases MITF-driven TRPM1 promoter luciferase signal; 300,000 tested, 0.75% active; SK-MEL-5 TRPM1-promoter luciferase, 24 h; % of positive control, neutral wells = 0; activation, % at 12.5 µM;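 active = mean activation of at least 80% with every replicate also reaching 80%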;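 also: 0% = neutral control wells and 100% = parthenolide positive control wells; values of inactives mirror those of a sister screen read the other way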
SUMO Mot1 rescue – SUMOylation pathway inhibition by Mot1-301 growth rescue | S. cerevisiae Mot1-301 growth rescue, ATP luminescence, 38.5C; percent above DMSO median, 100 means doubled | growth rescue, % at 18.8 µM | 320,000 tested, 1% active | AID 2716;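 active = every valid replicate shows activation above 250% relative to neutral control wells; inactive = the rest, any valid replicate at or below 250%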;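 also: OY570 slx delta 5 strain wells were the positive control but not used for scaling; some compounds called inactive have numbers as strong as hits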
PKA-R2B activ – activators of human PKA-R2B complex; P22694+P31323; PKA-R2B holoenzyme dissociation, Cy5-IP20 fluorescence polarization; R2B truncated from residue 108, S112A mutant; 0% DMSO only, 100% 113 µM cGMP; 340,000 tested, 0.079% active; activation, % at 11.4 µM; AID 504700;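 active = activation above a cutoff set at the mean over all compounds plus 3 SD, cut at about 18% in these data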;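 also: higher means more holoenzyme dissociation and a rise in polarization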
NSD2 HMT inh – inhibitors of human histone methyltransferase NSD2; NSD2 peptide methylation, AlphaScreen, 120 min; O96028; AID 743445; inhibition, % at 12.5 µM; 310,000 tested, 0.54% active; in the data active = inhibition above about 50%
SR-BI DiI-HDL act – enhances SR-BI lipid uptake from DiI-HDL; CHO ldlA[mSR-BI] cells, DiI-HDL uptake fluorescence, 3 h; 100 = double the neutral-control signal; activation, % at 12.5 µM; 320,000 tested, 0.096% active;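 active = mean replicate activation of at least 60% and every replicate at or above 60%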;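 also: 0% = median plate neutral-control signal and 100% = twice that signal; values of inactives mirror those of a sister screen read the other way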
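Material: SR-BI-overexpressing, LDLR-lacking CHO cells | Dosing: Single compound concentration, delivered by pin transfer | Probe or stimulus: Labelled HDL, 10 µg/mL | Signal: Bottom-read cell fluorescence after medium removal, ex 550/em 595 nm | Schedule: 3 h, 37 °C | Evaluation: HDL uptake via cellular fluorescence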
PKA-R1A act – activators of PKA-R1A complex; PKA-R1A dissociation, Cy5-IP20 fluorescence polarization; scaled: DMSO 0%, 113 µM cGMP 100%; AID 504707; 340,000 tested, 0.083% active; activation, % at 11.4 µM; P00514+P68181;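 active = percent activation above the mean of all tested compounds plus 3 SD, cut at about 19% in these data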;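 also: higher means more PKAc released from R1A so a rise in polarization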
DSG3 Ab inh – blocks pemphigus antibody binding to human desmoglein-3; P32926; DSG3-coupled beads, scFv-anti-DSG3-GFP binding, flow cytometry; stronger effect = lower value; binding (percent of control), % at 10 µM; 310,000 tested, 0.48% active;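 active = binding more than 3 SD below its plate's average and above zero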;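 also: hits lower antibody fragment binding to DSG3; some compounds called inactive have numbers as strong as hits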
Target sequence (P32926 whole entry, looked up, the tested form may be a part): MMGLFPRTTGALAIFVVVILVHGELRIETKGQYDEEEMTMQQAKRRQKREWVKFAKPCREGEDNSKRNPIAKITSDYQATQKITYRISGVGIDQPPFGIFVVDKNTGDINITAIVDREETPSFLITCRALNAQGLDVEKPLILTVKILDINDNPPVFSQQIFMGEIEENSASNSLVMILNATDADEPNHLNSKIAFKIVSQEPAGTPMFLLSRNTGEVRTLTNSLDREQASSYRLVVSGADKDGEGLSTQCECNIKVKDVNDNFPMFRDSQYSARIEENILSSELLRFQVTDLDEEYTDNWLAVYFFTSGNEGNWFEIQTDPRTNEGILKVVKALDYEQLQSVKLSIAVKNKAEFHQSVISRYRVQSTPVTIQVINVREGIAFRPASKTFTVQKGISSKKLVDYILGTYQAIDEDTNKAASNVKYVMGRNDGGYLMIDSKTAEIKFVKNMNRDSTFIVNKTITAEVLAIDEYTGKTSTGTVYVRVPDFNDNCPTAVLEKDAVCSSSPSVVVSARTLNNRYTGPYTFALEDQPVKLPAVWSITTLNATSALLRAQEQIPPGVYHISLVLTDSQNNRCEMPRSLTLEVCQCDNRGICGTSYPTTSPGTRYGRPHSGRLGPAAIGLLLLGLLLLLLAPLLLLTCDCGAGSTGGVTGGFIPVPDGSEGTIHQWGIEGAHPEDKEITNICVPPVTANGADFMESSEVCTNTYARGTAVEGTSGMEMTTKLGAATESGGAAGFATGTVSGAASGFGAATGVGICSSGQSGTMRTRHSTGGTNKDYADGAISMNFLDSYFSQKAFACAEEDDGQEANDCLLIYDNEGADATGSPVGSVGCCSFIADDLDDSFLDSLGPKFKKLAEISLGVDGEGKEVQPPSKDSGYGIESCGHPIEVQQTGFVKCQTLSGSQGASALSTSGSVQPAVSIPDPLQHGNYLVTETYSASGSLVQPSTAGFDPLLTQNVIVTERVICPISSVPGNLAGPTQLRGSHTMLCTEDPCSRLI
dFosB act – enhances mouse delta FosB homodimer DNA binding; P13346; purified delta FosB, TAMRA-CDK5 oligo fluorescence polarization; percent of positive-control signal above neutral wells; activation, % at 25 µM; 340,000 tested, 0.99% active; AID 493131;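 active = mean activation above about 17%, with every replicate also reaching it, limit read from the data, passing the limit was not always enough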;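 also: fluorescence polarization rise as delta FosB binds a TAMRA Cdk5 AP-1 oligo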
CDK5 p35 inh – blocks human CDK5/p35 kinase activity | Recombinant CDK5/p35, ADP-Glo luminescence, 60 min | inhibition, % at 10 µM | 330,000 tested, 0.01% active | AID 488839;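 active = highest replicate inhibition of at least 50% and at least 75% of replicates reaching 50%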;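 also: plate controls were DMSO neutral control for no effect and GW8510 at 10 µM for full effect; many of its hits are not listed in these tables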
SR-BI DiI inh – mouse SR-BI HDL lipid transfer inhibition; ldlA[mSR-BI] CHO cells, DiI-HDL uptake fluorescence, 3 h; inhibition, % at 12.5 µM; 320,000 tested, 0.96% active;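 active = mean replicate inhibition of at least 70% and a set share of replicates each scoring 70 or more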;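 also: 0% = median of neutral control wells and 100% = median of positive control wells; values of inactives mirror those of a sister screen read the other way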
Numbers without * were called inactive; · = no result given; & = joins results of further samples.

mol | Arrestin-AP2 inh | MITF act | SUMO Mot1 rescue | PKA-R2B activ | NSD2 HMT inh | SR-BI DiI-HDL act | PKA-R1A act | DSG3 Ab inh | dFosB act | CDK5 p35 inh | SR-BI DiI inh
CCOC(=O)c1c(-c2ccccc2)oc2ccc(OCC(=O)NN)cc12 | 6 | -14 | 7 | -4 | -3 | 13 | -12 | 110 | -25 | 1.4 | -13
CNC(=O)CCC(=O)Nc1ccc(C)cc1 | 6 | -26 | 9 | 7 | -2 | 9 | -13 | 88 | 3 | 0.2 | -9
CC(C)OCCCNC(=O)c1ccc2c(=O)n(Cc3ccc4c(c3)OCO4)c(=S)[nH]c2c1 | -11 | 1 | 287 | 5 | 0 | 22 | -19 | 113 | 7 | -3.2 | -22
O=C(CSc1c(F)c(F)cc(F)c1F)Nc1ccc(C2SCCS2)cc1 | 45 | 19 | -9 | 9 | -2 | -9 | 2 | 100 | 5 | 0.1 | 9
CNc1nc(=O)n(C2CCCO2)cc1C (configuration not stated) | 2 | 0 | · | -9 | -2 | -1 | 4 | · | 1 | -5.3 | 1
COc1cc(C=Nc2cccc(C)c2)c(O)c([N+](=O)[O-])c1 | -5 | -19 | -16 | 4 | 8 | 15 | 6 | 95 | -2 | 0.4 | -15
COCc1cc(C)nc(SCC(=O)Nc2ccc(C)c(C)c2)c1C#N | 2 | 36 | 10 | -15 | 0 | -52 | 8 | 92 | -9 | 0.4 | 52
CCCSC1=C(C#N)C(c2cc(OC)ccc2OC)CC(=O)N1 (configuration not stated) | 4 | -9 | -6 | -1 | · | · | -4 | 103 | -3 | 0.3 | ·
CCOc1ccccc1NC(=S)NC(=O)C1CC1 | 3 | -6 | 19 | -3 | -1 | -25 | 1 | · | -12 | 2.3 | 25
CC[C@H](C)/C=C(C)/C=C/C1=CC2=CC(=O)[C@]3(C)OC(=O)[C@@H](C(C)=O)[C@@H]3C2=CO1 | 6 | 4 | -14 | 2 | · | -8 | 2 | 97 | 6 | 0.1 | 8
O=C1CCCC(O)=C1N=Nc1c(Cl)cc(C(F)(F)F)cc1Cl | 12 | -7 | -5 | -1 | 1 | 1 | 4 | · | -44 | 1.3 | -1
Cc1ccc(O)c(NC(=O)c2noc3c2CCc2ccccc2-3)c1 | 10 | 55 | 1 | 1 | -4 | -12 | -7 | 100 | -1 | -0.6 | 12
Cc1ccc(NC(=O)c2cc(N3C(=O)C=CC3=O)ccc2N2CCOCC2)cc1 | 28 | -80 | · | -1 | 2 | 1 | 1 | 86 | -16 | 12 | -1
O=C1NC2c3ccccc3C(=O)N2c2c1cnn2-c1ccccc1 (configuration not stated) | 14 | · | 21 | -3 | 4 | -3 | 2 | 104 | -11 | 0.4 | 3
Cc1ccc(O)c(C(=O)c2cc(C#N)c(=O)n(Cc3ccccc3)c2)c1 | 2 | -3 | -1 | -17 | 1 | -26 | -4 | 100 | 3 | 1.3 | 26
CC(OC(=O)CCCN=C1NS(=O)(=O)c2ccccc21)C(=O)Nc1ccccc1F (configuration not stated) | 24 | 10 | 14 | 5 | 1 | 22 | 4 | 101 | -1 | -0.6 | -22
COc1ccc(C2CC(=O)N(CC(=O)NCC3CCCO3)c3ccccc3S2)cc1OC (configuration not stated) | 4 | 1 | -11 | -9 | -5 | 7 | -9 | 85 | -5 | 1.8 | -7
Cc1csc(NC(=O)CSc2ccc(-c3ccc(F)cc3)nn2)n1 | -2 | -9 | 2 | 6 | 7 | 9 | 5 | 104 | -11 | 0.5 | -9
CCn1c(CNc2ccc(F)cc2)nnc1SCC(=O)Nc1ccc(OC)cc1OC | 2 | 1 | 17 | -3 | 4 | -30 | -8 | 102 | -7 | 2.1 | 30
COc1ccc(CCNC(=O)CN(c2ccc(OC)c(OC)c2)S(=O)(=O)c2ccc(C)cc2)cc1 | 7 | -4 | -1 | 5 | 21 | · | 10 | 106 | 0 | 0.4 | ·
Cc1ccc(C)c(OCCC(=O)Nc2ccc(S(=O)(=O)N3CCCC3)cc2)c1 | 22 | · | · | -5 | 1 | -44 | -11 | 105 | -5 | 0.2 | 44
Cn1nc(C(F)(F)F)c(C(=O)Nc2ccc(F)cc2F)c1Oc1cccc(Cl)c1 | -3 | -5 | 7 | -7 | -3 | -14 | 1 | 102 | -2 | -6.2 | 14
COc1ccccc1Oc1ccc2c(c1)C(=O)N(CC1CCCO1)C2=O (configuration not stated) | -10 | · | 3 | 3 | -1 | -13 | -9 | 98 | -10 | 0.7 | 13
O=C(NCCS(=O)(=O)NCCc1ccccc1)c1ccc2c(c1)OCO2 | 1 | 108* | 13 | -3 | 0 | 29 | -6 | 106 | -8 | -1.5 | -29
COCCOc1ccc(C(F)(F)F)cc1NC(=O)CN1C(=O)NC2(CCc3ccccc32)C1=O (configuration not stated) | -8 | 4 | -18 | -5 | 0 | -24 | -4 | 96 | -9 | 1.3 | 24
CC(C)Cc1n[nH]c(=O)[nH]1 | 11 | · | -16 | 0 | 31 | 40 | -1 | 106 | -2 | 1.4 | -40
CSc1nc(N(C)NC(=O)c2ccc(F)cc2)c2ccccc2n1 | 49 | -20 | -9 | 0 | -3 | -8 | -1 | 105 | -17 | -1.3 | 8
CC(C)CN(CC(C)C)C1=N/C(=C\c2ccco2)C(=O)N1c1ccccc1 | 8 | -3 | -11 | -8 | -6 | · | -16 | 123 | 2 | -0.3 | ·
O=C(Nc1ccc(Cl)cc1C(F)(F)F)c1ccccc1Cl | -3 | 13 | 4 | -9 | -1 | -32 | 5 | 85 | -1 | 0.9 | 32
O=c1cc(-c2ccccc2)nc2nc(-c3ccccc3)[nH]n12 | 7 | 22 | -16 | 7 | -48 | -4 | -7 | 95 | 0 | -0.3 | 4
O=C(CNC(=O)C1CCCCC1)NC1=NCCS1 | 3 | 4 | -10 | -7 | -5 | 38 | -10 | 85 | 0 | -1.2 | -38
Cc1ccc(CSCCNC(=O)CN2C(=O)c3ccccc3S2(=O)=O)cc1 | 7 | 2 | 8 | 8 | 1 | 23 | -1 | 95 | -6 | 1.2 | -23
COc1ccccc1Cn1c(=O)c2ccccc2n2c(SCc3csc(C)n3)nnc12 | 6 | -2 | -10 | -1 | 2 | -17 | 2 | 101 | -11 | 0.4 | 17
O=C(NNS(=O)(=O)c1ccccc1F)c1cc(-c2ccccc2)n[nH]1 | 3 | 3 | 44 | -4 | 4 | 1 | -11 | 97 | -2 | 1.3 | -1
N#Cc1cccnc1N1CCN(C(=O)c2cccs2)CC1 | -5 | 6 | 1 | 8 | -1 | 8 | -1 | 90 | 7 | 2.5 | -8
Cc1cc(C(=O)N/N=C/c2ccc3c(c2)OCO3)c2ccccc2n1 | 3 | · | 856* | -1 | -1 | · | -3 | · | 12 | 0.5 | ·
COc1ccccc1N1CC(C(=O)Nc2nnc(SCC(=O)N3CCOCC3)s2)CC1=O (configuration not stated) | 27 | -5 | 4 | 2 | 1 | 13 | 0 | 103 | -2 | 0.7 | -13
Cc1ncsc1CCOC(=O)c1cccc([N+](=O)[O-])c1 | 4&17 | -11&9 | -7&-10 | -11&2 | 10 | 4&-21 | -12&-3 | 104&104 | 13&-7 | -0.7&1.5 | -4&21
Cc1cc(CNC(=O)COc2ccc(C)c(C)c2)c2ccccc2n1 | 25 | -4 | -3 | -1 | 3 | · | -5 | 120 | -3 | -0.1 | ·
COc1cc2c(cc1OC)C(CCc1ccccc1)=NCC2 | -3 | · | -12 | 8 | 3 | 8 | -8 | 104 | -18 | -0.7 | -8
O=C1c2ccccc2NC(c2ccccn2)N1c1ccccc1F (configuration not stated) | 9 | · | 2 | 8 | -3 | 19 | 0 | 95 | 3 | 1.2 | -19
Nc1cc(S(=O)(=O)Nc2ccccc2Cl)ccc1N1CCCC1 | 11 | 3 | -10 | -12 | 9 | -63 | -12 | 104 | -3 | -3.0 | 63
CSc1ccc(C#N)cc1NC(=O)c1cccc(Cl)c1 | 1 | -19 | 0 | -5 | -3 | -56 | -2 | 101 | -5 | -1.2 | 56
Cc1cccc(OCC(=O)Nc2ccc(N3CCN(S(C)(=O)=O)CC3)cc2)c1C | 5 | · | 10 | -3 | -1 | 18 | 3 | 101 | 2 | 1.2 | -18
CCCCn1c(N)c(N(CCOC)C(=O)CSCc2ccc(Cl)c(Cl)c2)c(=O)[nH]c1=O | -10 | -10 | -14 | -5 | -1 | 0 | 10 | 95 | -2 | 1.4 | 0
COc1ccc(/C(C)=N/NC(=O)c2ccncc2)cc1[N+](=O)[O-] | 1 | -17 | 12 | 9 | 0 | 1 | 18 | 98 | -7 | 2.6 | -1
O=C(CN(CC1CCCO1)S(=O)(=O)c1ccc(S(=O)(=O)NCC2CCCO2)cc1)Nc1ccccc1 (configuration not stated) | 22 | 2 | -16 | -6 | -2 | 5 | 7 | 111 | 4 | -0.2 | -5
O=C(CSc1nnc(CCCO)n1-c1ccccc1)Nc1nccs1 | -5 | -13 | -5 | -3 | -3 | 14 | -15 | 107 | 4 | -0.2 | -14
O=C(CN(C(=O)CCC(=O)Nc1nccs1)c1ccc(F)cc1)NCCc1ccccc1 | 2 | -4 | -12 | -7 | -6 | · | 3 | 106 | -4 | 0.0 | ·
CCCCn1c(SCC(=O)Nc2cccc(OC)c2)nc2ccc(N3CCOCC3)cc2c1=O | 1 | · | -8 | -4 | 0 | -3 | 5 | · | -4 | -0.1 | 3
CCOCCCNC(=O)C(NC(=O)CNC(=O)c1ccccc1)c1ccc(OC)cc1 (configuration not stated) | 20 | 6 | 5 | 4 | -4 | -16 | 1 | 97 | -5 | 0.5 | 16
Nc1nc(NC2CCCC2)cc(=O)[nH]1 | -23 | 1 | · | -2 | · | 2 | -16 | 93 | -4 | -0.9 | -2
Cc1cc(-c2nnco2)c(C)n1-c1ccccc1 | -2 | 11 | -7 | 6 | 9 | 4 | 0 | 105 | -7 | -2.2 | -4

Screening data as filed in PubChem BioAssay.

Compounds were not picked by outcome; any-hit rate near 4.7%.
